# Bioassay records from PubChem BioAssay.
# GLS inh = glutaminase GLS (human) inhibition; 410,000 tested, 0.21% active; GLS enzymatic activity, qHTS titration; O94925; Potency, µM (highest dose often 45.5 µM), for the others: at the highest dose activity change, negative = inhibition, hits mostly inhibitors; AID 624170; further: potency means the concentration at half of the fitted maximal effect; on the % scale 0 is the no-effect control and ±100 the full control effect
#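 Assay buffer: 45 mM KH2PO4 pH 8.2, 0.02% Tween-20. hKGA acts on L-glutamine (1 mM solution added); product glutamate is reported by an oxidase/peroxidase Amplex Red coupling, with fluorescence taken at baseline and 30 min.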
# ERG Ets-DNA blk = blocks human ERG Ets domain binding to DNA | fluorescence polarization, His-ERG Ets domain / labelled DNA | Potency, µM (doses to about 76.9 µM), without a hit: top-dose FP activity, negative = inhibition, most hits filed as inhibitors | 370,000 tested, 0.028% active | AID 624246; active means well fitted inhibition curve with a large enough effect in the polarisation, with a control signal flat; inconclusive means small, poorly fitted or top-dose-only effect, or effect the other way, or a change in a side signal; inactive means no such curve, though single readings can be large or run the other way; the % refers to the polarisation;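 further: polarization taken with two DNA probes labelled with fluorescein and Texas red; potency means the concentration at half of the fitted maximal effect; % of control where 0% means no effect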
#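 His-tagged ERG Ets domain (1 uM in the protein solution; 300mM KCl, 50mM Tris-HCl, 1mM EDTA, 1mM DTT, pH 7.5) received compound, then a probe mix of 5 nM fluorescein-DNA and 100nM Texas-615-DNA. Fluorescence polarization was read for both dyes.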
# HP1b binding inh = blocks HP1-beta chromodomain binding to methylated histone tails; P83916; 390,000 tested, 0.56% active; Potency, µM (titrated, usually from 114 µM), inactives show at the highest dose activity change, negative = inhibition, most hits filed as inhibitors; AID 540317; AlphaScreen HP1-beta / biotin-H3K9me3 peptide binding; further: potency means the concentration at half of the fitted maximal effect; nearly all actives have a fitted effect of over 70% in size; inactives centre near 23
#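 AlphaScreen: HP1-beta (50 nM) preformed 30 min with biotin-H3(1-18)K9me3 peptide (50 nM) in PBS pH 7.4, 0.01% Tween-20. Compound added for 30 min at RT, then streptavidin donor/nickel chelate acceptor beads (10 ug/mL) for 30 min.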
# Tb PGK inh = T. brucei PGK inhibition. Potency, µM (highest dose often 57.5 µM), inactives show at the highest dose activity change, negative = inhibition, most hits filed as inhibitors. 380,000 tested, 0.043% active. PGK/GAPDH coupled, Kinase-Glo luminescence, 60 min; further: potency means the concentration at half of the fitted maximal effect; on the % scale 0 is the no-effect control and ±100 the full control effect; nearly all actives have a fitted effect of over 60% in size
# Target sequence (P07378 whole entry, looked up): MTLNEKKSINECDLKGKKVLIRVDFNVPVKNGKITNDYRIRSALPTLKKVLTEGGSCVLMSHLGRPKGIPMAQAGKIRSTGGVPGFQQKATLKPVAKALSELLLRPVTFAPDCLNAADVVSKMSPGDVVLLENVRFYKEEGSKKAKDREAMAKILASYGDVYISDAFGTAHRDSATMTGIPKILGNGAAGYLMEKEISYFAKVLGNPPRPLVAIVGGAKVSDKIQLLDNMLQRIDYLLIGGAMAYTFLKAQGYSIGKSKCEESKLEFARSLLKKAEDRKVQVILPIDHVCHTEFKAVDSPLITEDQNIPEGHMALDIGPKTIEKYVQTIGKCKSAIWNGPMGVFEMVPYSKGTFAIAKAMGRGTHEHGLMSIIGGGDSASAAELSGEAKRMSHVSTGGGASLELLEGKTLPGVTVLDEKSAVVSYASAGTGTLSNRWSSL
#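 Recombinant glycosomal PGK reaction used 1,3-bisphosphoglycerate generated in-well by GAPDH (100nM final) in 100mM TEA pH 7.6, 5mM MgCl2, 0.01% Tween-20. After 60 minutes at room temperature, ATP was read by Kinase-Glo Plus luminescence end-point.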
# PI4K2A inh = blocks human PI4K2A kinase activity; 420,000 tested, 0.13% active; Q9BTU6; AID 1346378; purified PI4K2A, ADP-Glo luminescence, 1 h; active compounds read low; activity change, negative = inhibition, % at 76.9 µM; in the data active means activity change below about -50%; inconclusive means mostly about -30% to -49%;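 further: -100% = wells without enzyme as full effect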
# Target sequence (Q9BTU6 whole entry, looked up): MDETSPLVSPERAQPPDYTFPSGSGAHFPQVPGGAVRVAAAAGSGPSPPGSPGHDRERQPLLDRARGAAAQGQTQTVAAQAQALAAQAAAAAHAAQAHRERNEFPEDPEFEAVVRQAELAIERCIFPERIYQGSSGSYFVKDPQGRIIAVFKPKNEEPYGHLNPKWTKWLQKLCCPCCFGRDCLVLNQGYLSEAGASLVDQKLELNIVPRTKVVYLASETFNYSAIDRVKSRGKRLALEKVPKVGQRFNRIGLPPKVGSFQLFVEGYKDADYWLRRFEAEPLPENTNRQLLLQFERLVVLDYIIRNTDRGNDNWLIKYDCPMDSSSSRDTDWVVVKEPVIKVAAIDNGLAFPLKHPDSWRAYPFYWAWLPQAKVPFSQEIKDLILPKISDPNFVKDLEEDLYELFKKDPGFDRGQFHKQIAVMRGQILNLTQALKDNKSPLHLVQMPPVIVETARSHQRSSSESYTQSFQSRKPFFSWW
#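 PI4K2A activity was measured by ADP-Glo luminescence: enzyme (4 ug/mL stock) and phosphatidylinositol (1.2 mM stock) in Tris pH 7.5/MgCl2/EGTA/Triton X-100 buffer were reacted with ATP (300 microM stock) for one hour at ambient temperature.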
# JMJD2A Tudor inh = inhibitors of human JMJD2A Tudor domain; O75164; AlphaScreen JMJD2A-Tudor / H3K4me3 peptide binding; Potency, µM (highest dose often 114 µM), for the others: at the top dose activity change, negative = inhibition, actives largely listed as inhibitors; 390,000 tested, 4.4% active; AID 504339; further: potency means the concentration at half of the fitted maximal effect; on the % scale 0 is the no-effect control and ±100 the full control effect; nearly all actives have a fitted effect of over 50% in size
# BAZ2B inh = BAZ2B (human) inhibition; Potency, µM (highest dose often 114 µM), for inactives: top-dose activity change, negative = inhibition, hits mostly inhibitors; Q9UIF8; AID 504333; 360,000 tested, 4.4% active; AlphaScreen BAZ2B-H3K14Ac peptide displacement; further: potency means the concentration at half of the fitted maximal effect; on the % scale 0 is the no-effect control and ±100 the full control effect; nearly all actives have a fitted effect of over 60% in size
#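 Complex of BAZ2B and biotin-H3K14Ac (50 nM apiece) forms over 30 min at RT, then faces library compounds up to 110 uM for another 30 min; AlphaScreen beads added, 20 min dark incubation, luminescence read.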
# Pin1 inh = blocks the human prolyl isomerase Pin1 | Q13526 | Potency, µM (titrated, usually from 115 µM), for the others: top-dose activity, negative = inhibition, most hits filed as inhibitors | Pin1 FP peptide displacement, HiFluor488, 10 min | 390,000 tested, 0.009% active; active means well fitted inhibition curve with a large enough effect in the polarisation, with a control signal flat, not every such curve was filed as active; inconclusive means small, poorly fitted or top-dose-only effect, or effect the other way, or a change in a side signal; inactive means no such curve, though single readings can be large or run the other way; the % refers to the polarisation; further: potency means the concentration at half of the fitted maximal effect; on the % scale 0 is the no-effect control and ±100 the full control effect
# G9a block = inhibitors of human histone lysine methyltransferase G9a; AID 504332; Potency, µM (series often up to 102 µM), for inactives: at the highest dose activity, negative = inhibition, hits mostly inhibitors; 350,000 tested, 8.8% active; G9a H3K9 monomethylation, AlphaScreen, 2 h; further: potency means the concentration at half of the fitted maximal effect; on the % scale 0 is the no-effect control and ±100 the full control effect; nearly all actives have a fitted effect of over 75% in size
#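 AlphaScreen read-out: biotin-H3K9 peptide (500 nM) methylation by 20 nM enzyme with 20 uM SAM, 2 h at room temperature after 15 min compound preincubation; anti-monomethyl H3K9 antibody plus donor/acceptor beads, 10 min dark.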
# * hit, by the source's call; i = inactive; ? = inconclusive; · = no result given; & = joins results of further samples; [ ] = remark or other dose. Unless noted, the call rests on the fitted dose curve; in most records, active means well fitted curve in the direction sought with a large enough effect; inconclusive means small, poorly fitted or top-dose-only effect, or another doubt; inactive means no such curve, though single readings can be large; an effect the other way counts as inactive or inconclusive.
SMILES,GLS inh,ERG Ets-DNA blk,HP1b binding inh,Tb PGK inh,PI4K2A inh,JMJD2A Tudor inh,BAZ2B inh,Pin1 inh,G9a block
COc1ccc(N2CCN(CCNC(=O)CCC(=O)NNc3nc4ccccc4c4nc(C)nn34)CC2)cc1,-1%,-5%,38%,1%,2,-4%,-15%,1%,15%
C[C@H]1COC(=O)[C@@H](CC(=O)OC(C)(C)C)C/C=C\C[C@@H](CC(=O)N(CCO)Cc2ccccc2)C(=O)N1,2%,-4%,29%,5%,0,-19%,·,7%,·
COC(=O)c1cnc(NCc2ccc(F)cc2)c2ccccc12,-8%,2%,64%[activator][57 µM],-3%,0,21%,76%[activator],?,57%[activator][59 µM]
CSc1ccccc1NC(=O)CN(C)C(=O)c1cccc(S(=O)(=O)N(C)C)c1,-5%,-11%,13%,-8%,-2,-10%,-3%,-8%,-21%
CC(C)CC(OC(=O)CC1Sc2ccccc2NC1=O)C(=O)NC1CCCC1 (stereo unspecified),-5%,4%,25%,-2%,-8,-19%,-2%,-7%,12%
O=C(NC1CC1)C1CCN(c2ccc(S(=O)(=O)N3CCOCC3)cc2)CC1,0%,9%,40%[activator],-5%,7,-13%,1%,87%[activator],18%[12.7 µM]
COC(=O)CN1C(=S)N(c2ccc(Cl)cc2)C(=O)C1CC(=O)Nc1ccc(F)cc1 (stereo unspecified),-4%,-2%,14%,-8%,-3,-23%,3%,8%,50µM*
O=S(=O)(Nc1ccccc1O)c1cccc2cccnc12,?,0%,39%,7%,3,4%,-31%,7%,?
O=C(CNC(=O)C1CCCCC1)OCC(=O)c1ccc(Br)cc1,5%,-4%,14%[57 µM],-14%,-12,-10%[57.1 µM],3%,1%&-9%,·
O=C(CCNS(=O)(=O)c1ccccc1)OCC(=O)c1ccc(Cl)cc1,5%,2%,5%,-5%,3,-16%,6%,-7%,?
CCOC(=O)N1CCN(C(=O)/C=C/c2cccc([N+](=O)[O-])c2)CC1,5%,-13%,-9%,-2%,-1,-11%[11.4 µM],-12%,1%,4%
COc1ccc(-n2ccnc2)cc1,-2%,-3%,40%[activator],-8%,2,-7%,-25%,1%,32%[activator][12.7 µM]
CCOC(=O)CSC1=C(C#N)C(c2ccccc2F)C(C(C)=O)=C(C)N1 (stereo unspecified),0%,2%,42%[activator],24%,0,?,8%,0%,?
O=C(CC1C(=O)NCCN1Cc1ccccc1C(F)(F)F)NC1CCCCC1 (stereo unspecified),8%,-8%,31%,1%,4,-6%,-9%[57.1 µM],-21%,40µM*
Cc1cc(N2CCCCC2)nc2ccc(NC(=O)CCC(=O)N3CCN(c4cccc(Cl)c4)CC3)cc12,-7%,0%,19%,i,0,-20%,-6%,19%,-45%[59 µM]
CCOC(=O)/C=C/C(=O)Nc1ccc(S(=O)(=O)N(C)c2ccccc2)cc1,13%,-6%,8%,-13%,5,-29%,-17%,6%,45µM*
Cc1cc(C(F)(F)F)nc(NCc2ccc(F)cc2)n1,-6%,12%,88%[activator],i,11,12%[57.1 µM],54%[activator],-1%,-11%[2.33 µM]
Cc1ccc(-n2ncc(C#N)c2/N=C/N2CCOCC2)cc1,10%,1%,48%,i,9,8%,-1%,1%,-3%[12.7 µM]
Cc1ccc(C)c(N2CCN(S(=O)(=O)c3ccc4c(c3)NC(=O)CC(=O)N4)CC2)c1,0%,-5%,10%,7%,4,-19%,-35%,?,6%
CC[C@]12c3[nH]c4cc(-c5ccco5)ccc4c3CCN1C(=O)[C@@H](CC(=O)NC/C=C(\C)CCC=C(C)C)C[C@@H]2C(=O)N1CCN(C(=O)C2CC2)CC1,4%,18%,19%,-1%,-10,-35%,·,44%[activator],·

# 6 structures already listed, ordered by count of non-hydrogen atoms, ascending.
SMILES,GLS inh,ERG Ets-DNA blk,HP1b binding inh,Tb PGK inh,PI4K2A inh,JMJD2A Tudor inh,BAZ2B inh,Pin1 inh,G9a block
Cc1cc(C(F)(F)F)nc(NCc2ccc(F)cc2)n1,-6%,12%,88%[activator],i,11,12%[57.1 µM],54%[activator],-1%,-11%[2.33 µM]
Cc1ccc(-n2ncc(C#N)c2/N=C/N2CCOCC2)cc1,10%,1%,48%,i,9,8%,-1%,1%,-3%[12.7 µM]
CCOC(=O)CSC1=C(C#N)C(c2ccccc2F)C(C(C)=O)=C(C)N1 (stereo unspecified),0%,2%,42%[activator],24%,0,?,8%,0%,?
O=C(CC1C(=O)NCCN1Cc1ccccc1C(F)(F)F)NC1CCCCC1 (stereo unspecified),8%,-8%,31%,1%,4,-6%,-9%[57.1 µM],-21%,40µM*
Cc1ccc(C)c(N2CCN(S(=O)(=O)c3ccc4c(c3)NC(=O)CC(=O)N4)CC2)c1,0%,-5%,10%,7%,4,-19%,-35%,?,6%
CC[C@]12c3[nH]c4cc(-c5ccco5)ccc4c3CCN1C(=O)[C@@H](CC(=O)NC/C=C(\C)CCC=C(C)C)C[C@@H]2C(=O)N1CCN(C(=O)C2CC2)CC1,4%,18%,19%,-1%,-10,-35%,·,44%[activator],·

# Carrying on.
SMILES,GLS inh,ERG Ets-DNA blk,HP1b binding inh,Tb PGK inh,PI4K2A inh,JMJD2A Tudor inh,BAZ2B inh,Pin1 inh,G9a block
COc1ccc(CCNC(=O)C(=O)c2c(C)n(C)c3ccccc23)cc1OC,-10%,0%,35%[activator],i,-2,-8%,-16%,-4%,36%
Cc1ccc(C2CC(=O)N3CN(c4ccc(Br)cc4)CSC3=C2C#N)o1 (stereo unspecified),11%,-2%,-6%,-7%,-2,22µM*,56µM*,1%,?
Cc1ccc(NC(=O)CCNS(=O)(=O)c2ccccc2)cc1S(=O)(=O)N1CCOCC1,2%,-8%,26%,-13%,-7,-10%,-12%,-8%,?
O=C(NC1CCCC1)C(c1ccncc1)N(C(=O)c1csnn1)c1ccccc1 (stereo unspecified),1%,-5%,7%,8%,-1,-9%,7%,-2%,54%[activator]
CC(=O)c1cccc(NC(=O)CSc2ccc(-c3sc(C)nc3C)nn2)c1,0%,14%,17%,i,0,-5%,-13%,-1%,?
CCN1C=C(C(=O)c2ccccc2)C(=O)CC1,-8%,-6%,50%,-2%,4,-8%,·,1%,·
CN(C)S(=O)(=O)c1cccc(NC(=O)CNCc2ccccn2)c1,-4%,-5%,23%,7%,-4,28µM*,20µM*,-3%,·
O=C(Nc1ccc(Br)cc1)c1ccc(N2C(=O)C3CC=C(Cl)CC3C2=O)cc1 (stereo unspecified),4%,-3%,19%,5%,11,-8%,3%,17%,?
COC(=O)CN(c1ccccc1F)S(=O)(=O)c1ccccc1,-12%,2%,34%,-6%,2,1%,-12%,-11%,-28%[12.7 µM]
CC1(c2ccc(NC(=O)c3ccccc3F)cc2)CC1(Cl)Cl (stereo unspecified),-8%,-6%,67%[activator],-5%,3,47%[activator],16%,7%,24%[0.501 µM]
Cc1ccc(C(=O)c2coc3ccc(O)cc23)cc1,13%,12%,27%,-3%,1,-14%,1%,-2%,-4%
Cc1ccccc1Nc1nc(Cl)c(C=O)s1,11%,5%,41%[activator],4%,-3,1%,1%,57%[activator],11%
CCc1ccc2c(Cl)c(C(=O)N/N=C/c3c[nH]c4ccccc34)sc2c1,17%,1%,17%,0%,-2,?,-6%,15%,3%[59 µM]
CCOc1ccc2[nH]c(=O)c(CN(Cc3ccc(F)cc3)C(=O)N3CCCC3)cc2c1,2%,3%,50%[activator],i,3,-4%,1%,2%,0%
COc1cccc(C(=O)Nc2ccc(-c3cc(C(F)(F)F)nn3-c3ccccc3)cc2)c1,-11%,6%,32%,7%,4,0%,-17%,6%,11%[59 µM]
CC(=O)N1CCN(c2ccc(NC(=S)NC(=O)c3ccc(C)c([N+](=O)[O-])c3)cc2)CC1,?,6%,-22%,-7%,-5,?,?,-3%,·
CCC(=O)N1CCc2cc(S(=O)(=O)NC(C(=O)NCCc3ccc(Cl)cc3)C(C)C)ccc21 (stereo unspecified),-16%,-3%,30%,-2%,4,-9%,·,-11%,6%[59 µM]
CC(=O)Nc1ccccc1-c1nc2ccccc2nc1OCC(=O)c1ccc2ccccc2c1,0%,·,-3%,-3%[11.5 µM],-2,-21%,2%,13%,4%[59 µM]
Cc1cc(/C=C(\C#N)C(=O)O)c(C)n1-c1ccc(Br)cc1,-15%,5%,-19%,i,-2,-14%[11.4 µM],?,-1%,71µM*
